Source: PubChem BioAssay (National Center for Advancing Translational Sciences (NCATS))
SMN2 splice enh – enhancers of SMN2 splice variant expression. HEK293 SMN2-luciferase splicing reporter, luminescence, 30-36 h. Potency, µM (titrated, usually from 46.1 µM), inactives show top-dose activity change, positive = activation, actives largely listed as activators. 210,000 tested, 2.8% active; further: % of control where 0% means no effect; nearly all actives have a fitted effect of over 55% in size
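HEK293 cells carry an SMN2 […]–luciferase reporter in which exon 7 inclusion puts luciferase in frame. Cells were plated 10-12 h before compound addition, then incubated 30-36 h at 37C. ONE-Glo luminescence was read; sodium butyrate at 4.5 mM final served as control.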
LMNA splice mod – modulators of lamin A splicing; HeLa LMNA splicing GFP/RFP minigene ratio, 48 h; Potency, µM (top dose mostly 46.1 µM), for the others: at the highest dose ratio change, negative = inhibition, hits mostly inhibitors; 200,000 tested, 0.01% active; AID 1487; active means well fitted inhibition curve with a large enough effect in the signal ratio, with a control signal flat, not every such curve was filed as active; inconclusive means small, poorly fitted or top-dose-only effect, or effect the other way, or a change in a side signal; the % refers to the signal ratio; further: on the % scale 0 is the no-effect control and ±100 the full control effect
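S3 HeLa cells stably expressing lamin A-EGFP splicing minigene plus DsRed2, 600 cells/well, 48 h compound exposure at 37C. Laser-scanning cytometry; analysed as GFP (500-530 nm)/RFP (575-640 nm) total intensity ratio; 0.5% DMSO vehicle.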
KDM4E inh – inhibitors of human JMJD2E histone demethylase. B2RXH2. JMJD2E catalytic domain, FDH-coupled NADH fluorescence (FDH is formaldehyde dehydrogenase). Potency, µM (highest dose often 57.1 µM), for inactives: at the highest dose activity change, negative = inhibition, most hits filed as inhibitors. 230,000 tested, 1.6% active; active means well fitted inhibition curve with a large enough effect, not every such curve was filed as active; inconclusive means small, poorly fitted or top-dose-only effect, or another doubt; inactive means no such curve, though single readings can be large or run the other way;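 further: 0% = wells with enzyme and -100% = buffer wells without enzyme; nearly all actives have a fitted effect of over 50% in size; many of its hits are not listed in these tables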
Target sequence (B2RXH2 1-337 limits assumed): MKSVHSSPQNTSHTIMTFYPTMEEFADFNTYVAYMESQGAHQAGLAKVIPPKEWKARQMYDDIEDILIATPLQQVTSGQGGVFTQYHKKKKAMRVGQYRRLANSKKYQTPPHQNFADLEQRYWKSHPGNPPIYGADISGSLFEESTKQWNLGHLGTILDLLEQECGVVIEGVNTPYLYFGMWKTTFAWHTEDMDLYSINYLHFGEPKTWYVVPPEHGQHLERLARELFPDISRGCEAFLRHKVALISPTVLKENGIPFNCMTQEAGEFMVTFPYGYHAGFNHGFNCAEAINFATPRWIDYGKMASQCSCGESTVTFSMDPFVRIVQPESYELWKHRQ
TR SRC2 fluor cs – alters Texas Red total fluorescence, flagging assay interference. TRb/SRC2 Texas Red total fluorescence interference. Potency, µM (doses to about 106 µM), inactives show at the highest dose fluorescence change, negative = quenching. 280,000 tested, 0.29% active. AID 1479; active means well fitted curve in either direction with a large enough effect; inconclusive means small, poorly fitted or top-dose-only effect; further: on the % scale 0 is the no-effect control and ±100 the full control effect
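Flags fluorescent or light-absorbing compounds by total fluorescence, S + 2P, at 555 nm excitation and 632 nm emission. Mixture: 20 nM Texas Red SRC2 peptide, 0.6 uM human TRb LBD, 1 uM T3, 5% DMSO; compound exposure 5 h at ambient temperature.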
TRb SRC2 PPI – disrupts binding of human TR beta to SRC2 | P10828 | TRbeta-SRC2 peptide binding, fluorescence polarization; receptor liganded with 1 µM T3 | Potency, µM (doses to about 106 µM), for the others: top-dose activity change, negative = inhibition, hits mostly inhibitors | 280,000 tested, 0.065% active | AID 1469;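 further: plate controls were bound peptide for no effect and peptide without receptor for full effect; nearly all actives have a fitted effect of over 50% in size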
Target sequence (P10828 whole entry, looked up): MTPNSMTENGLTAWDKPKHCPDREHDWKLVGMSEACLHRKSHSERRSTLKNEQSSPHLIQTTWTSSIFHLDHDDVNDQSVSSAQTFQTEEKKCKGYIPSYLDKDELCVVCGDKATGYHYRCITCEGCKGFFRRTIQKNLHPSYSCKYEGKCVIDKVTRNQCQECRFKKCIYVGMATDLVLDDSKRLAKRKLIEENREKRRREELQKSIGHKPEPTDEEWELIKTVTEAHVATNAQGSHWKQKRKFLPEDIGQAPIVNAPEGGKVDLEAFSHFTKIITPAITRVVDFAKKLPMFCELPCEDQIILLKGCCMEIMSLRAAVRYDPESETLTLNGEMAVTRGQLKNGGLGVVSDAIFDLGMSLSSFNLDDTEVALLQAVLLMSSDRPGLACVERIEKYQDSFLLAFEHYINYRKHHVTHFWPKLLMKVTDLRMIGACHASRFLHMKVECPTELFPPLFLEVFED
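Decrease in fluorescence polarization of 20 nM Texas Red SRC2 coactivator peptide flagged inhibition of its binding to 0.6 uM TRb LBD; 1 uM T3 included, incubation 5 hr, ex 555/em 632 nm.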
RGS12 GoLoco inh – inhibitors of human Gai1-RGS12 GoLoco interaction (red fluorophore); 230,000 tested, 0.44% active; Potency, µM (series often up to 61.6 µM), for the others: top-dose activity, negative = inhibition, actives largely listed as inhibitors; AID 880; Gai1:RGS12 GoLoco peptide FP, rhodamine, 10 min; P63096; active means well fitted inhibition curve with a large enough effect, not every such curve was filed as active; inactive means no such curve, though single readings can be large or run the other way; further: on the % scale 0 is the no-effect control and ±100 the full control effect; nearly all actives have a fitted effect of over 30% in size; many of its hits are not listed in these tables
RECQ1 helicase – RECQ1 (human) helicase inhibition; P46063; RECQ1 DNA unwinding, red fluorescence kinetic read; Potency, µM (titrated, usually from 57.3 µM), for the others: at the top dose activity, negative = inhibition, usual class: inhibitors; 240,000 tested, 0.54% active; AID 2549;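 further: plate controls were vehicle for no effect and no enzyme for full effect; nearly all actives have a fitted effect of over 30% in size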
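50 nM RECQ1T1 preincubated 15 min with compound in Tris pH 8.0 buffer with MgCl2, DTT, Tween-20 and 2.5 ug/ml poly(dI-dC); started with 200 nM TAMRA/BHQ-2 forked duplex and 2 mM ATP. Unwinding read as fluorescence (525/598 nm), two reads 2 h apart.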
ALDH1A1 inh – ALDH1A1 (human) enzyme inhibition; P00352; Purified ALDH1A1, NADH fluorescence, propionaldehyde substrate; Potency, µM (series often up to 75.3 µM), inactives show at the top dose activity, negative = inhibition, actives largely listed as inhibitors; 220,000 tested, 7.3% active; AID 1030; active means well fitted inhibition curve with a large enough effect, not every such curve was filed as active; inconclusive means small, poorly fitted or top-dose-only effect, or another doubt; inactive means no such curve, though single readings can be large or run the other way;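 further: plate controls were no enzyme wells and a reference inhibitor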
The depositor's hits bear a star; i = inactive; ? = inconclusive; . = no result given; & = joins results of further samples; [ ] = dose if it differs, or a comment. Unless noted, the call rests on the fitted dose curve; in most records, active means well fitted curve in the direction sought with a large enough effect; inconclusive means small, poorly fitted or top-dose-only effect, or another doubt; inactive means no such curve, though single readings can be large; an effect the other way counts as inactive or inconclusive. Potency means the concentration at half of the fitted maximal effect. Some of the compounds tested (hit frequency here may not be typical).

1: Cc1cc(/C(N)=N/OC(=O)c2ccccc2Cl)no1
2: Cc1ccc(CCNC(=O)CCSCc2ccc(Cl)cc2)cc1
3: CCOc1ccc(CN2CCN(Cc3ccon3)CC2CCO)cc1 (stereo not drawn)
4: Cc1cccc2sc(N(CCCN(C)C)C(=O)c3ccc(Cl)s3)nc12
5: CCCCCCCCN=C1NC(=O)CS1
6: CC12CCC(C(=O)n3c1nc1ccccc13)C2(C)C (stereo not drawn)

Assay by compound,1,2,3,4,5,6
SMN2 splice enh,.,15%,.,-35%[inhibitor],-15%,-29%
LMNA splice mod,.,?,7%[46 µM],23%[9.22 µM],?,?
KDM4E inh,-15%,4%,4%,1%,?,7%
TR SRC2 fluor cs,-1%,-2%&3%,-4%,0%&5%,-2%,-6%
TRb SRC2 PPI,-11%,-11%&-5%,0%,7%&-3%,0%,3%
RGS12 GoLoco inh,-1%,-1%,15%,6%,-1%,6%
RECQ1 helicase,-9%,-4%,i,16%,-3%,-2%
ALDH1A1 inh,2%,14%,-7%,4%,3%,6%

7: CCCCNC(=O)c1ccc(S(=O)(=O)c2ccc(Cl)cc2)c(NC(C)=O)c1
8: Cc1nc(SCC(=O)NCc2ccco2)[nH]c(=O)c1C
9: COc1ccc(-n2c(Cc3cccn3C)nnc2SCC(=O)Nc2ccc(C(C)=O)cc2)cc1
10: COc1cc(/C=N/Nc2nc3c(c(=O)n(C)c(=O)n3C)n2Cc2ccccc2)ccc1OC(=O)c1ccco1
11: O=C(c1cnc2ccccc2n1)N1CCN(c2ccc(C(F)(F)F)cn2)CC1
12: Cc1ccc(O)c(N=Nc2ccccc2)n1

Assay by compound,7,8,9,10,11,12
SMN2 splice enh,20%,0%,-2%,-33%[inhibitor],.,?
LMNA splice mod,3%,?,-3%,5%,.,?
KDM4E inh,0%,5%,-20%,?,2%,-6%&-15%
TR SRC2 fluor cs,1%,-7%,2%,-3%,-3%,-1%&-3%&-19%
TRb SRC2 PPI,-1%,-1%,-1%,2%,-2%,7%&2%&9%
RGS12 GoLoco inh,0%,-1%,-1%,4%,5%,5%&11%&7%
RECQ1 helicase,i,5%,22µM*,-15%,-8%,-2%&-5%&-4%
ALDH1A1 inh,5%,3%,8.9µM*,?,.,?

Reformatted: 5 of the compounds above
cpd | canonical_smiles | SMN2 splice enh | LMNA splice mod | KDM4E inh | TR SRC2 fluor cs | TRb SRC2 PPI | RGS12 GoLoco inh | RECQ1 helicase | ALDH1A1 inh
3 | CCOc1ccc(CN2CCN(Cc3ccon3)CC2CCO)cc1 (stereo not drawn) | . | 7%[46 µM] | 4% | -4% | 0% | 15% | i | -7%
2 | Cc1ccc(CCNC(=O)CCSCc2ccc(Cl)cc2)cc1 | 15% | ? | 4% | -2%&3% | -11%&-5% | -1% | -4% | 14%
10 | COc1cc(/C=N/Nc2nc3c(c(=O)n(C)c(=O)n3C)n2Cc2ccccc2)ccc1OC(=O)c1ccco1 | -33%[inhibitor] | 5% | ? | -3% | 2% | 4% | -15% | ?
5 | CCCCCCCCN=C1NC(=O)CS1 | -15% | ? | ? | -2% | 0% | -1% | -3% | 3%
4 | Cc1cccc2sc(N(CCCN(C)C)C(=O)c3ccc(Cl)s3)nc12 | -35%[inhibitor] | 23%[9.22 µM] | 1% | 0%&5% | 7%&-3% | 6% | 16% | 4%

(next part)
13: CCc1cccc(CC)c1NC(=O)COC(=O)C1(c2ccc(Cl)cc2)CCCC1
14: CC(O)CNc1nc2sc3c(c2c(=O)n1Cc1ccco1)CCCCC3 (stereo not drawn)
15: Cc1nn(-c2nnc(C)c(=O)[nH]2)c(C)c1SCC(=O)Nc1ccc(C(C)C)cc1
16: O=c1c2[nH]c3ccccc3c2ncn1C1CCCCC1
17: O=C(O)c1cn(-c2ccccc2)nc1C(=O)O
18: CC(C)NC(=O)NC(=O)COC(=O)c1ccc(S(=O)(=O)Nc2ccccc2)cc1

Assay by compound,13,14,15,16,17,18
SMN2 splice enh,-21%,.,-11%,2%,3%,-3%
LMNA splice mod,2%,.,11%,?,-1%,-15%[46 µM]
KDM4E inh,1%,-19%,-27%,?,-5%,6%
TR SRC2 fluor cs,?,-8%,3%,-1%,-5%,-3%
TRb SRC2 PPI,-2%,-3%,-10%,-13%,-1%,-1%
RGS12 GoLoco inh,7%,11%,29%,-10%,5%,8%
RECQ1 helicase,-6%,i,-13%,-13%,-3%,i
ALDH1A1 inh,-9%,?,?,?,6%,18%

19: Cc1cccc(C)c1NC(=O)N1CCC(N2CCCCC2)CC1
20: CC(=O)C1=C(O)C(=O)N(Cc2ccccc2)C1c1cccs1 (stereo not drawn)
21: Cc1cc(C)nc(NC(=O)CSc2nc3ccccc3s2)n1
22: CCOC(=O)C1=C(c2ccccc2)N=C2SCC(=O)N2C1c1ccc(OC)c(OC)c1 (stereo not drawn)
23: Cc1ccc(C(=O)N2CCSC2=S)cc1
24: O=C1[C@@H]2[C@H](C(=O)N1O)[C@H]1C=C[C@@H]2C1
25: N#CCCC1CCCC=C1N(Cc1ccccc1)C(=O)C(Cl)Cl (stereo not drawn)
26: O=C1NC2(CCCCC2)NN1c1ccccc1

Assay by compound,19,20,21,22,23,24,25,26
SMN2 splice enh,5%,-4%,6%,4%,-17%,-14%,.,-7%
LMNA splice mod,10%,6%,-6%,-8%,1%[46 µM],14%,.,?
KDM4E inh,-1%,2%,4%,3%,-2%,-1%,2%,7%
TR SRC2 fluor cs,-3%,-3%,-3%,2%,-1%,-3%,3%,-3%
TRb SRC2 PPI,1%,3%,-10%,0%,0%,-9%,1%,-9%
RGS12 GoLoco inh,0%,3%,0%,-1%,14%,-8%,1%,-7%
RECQ1 helicase,0%,-5%,-4%,0%,-5%,2%,-5%,-2%
ALDH1A1 inh,12%,-7%,-1%,12%,-1%,0.63µM*,.,-5%
